# NCI-60 one-dose screen, 48 h, at 10 µM unless noted. Numbers give growth in % (100 = growth as untreated, 0 = no growth, -100 = all killed).
# 786-0 – 786-0 renal cancer cells; hit rate 5.1% among 81,000; AID 1794775
# OVCAR-4 – OVCAR-4 ovarian cancer cells | hit rate 3.7% among 80,000
# IGROV1 – IGROV1 ovarian cancer; hit rate 4.7% among 79,000; AID 1794786
# UO-31 – UO-31 renal cancer. AID 1794768. hit rate 5.2% among 81,000
# SK-OV-3 – SK-OV-3 ovarian cancer cells | hit rate 3.2% among 80,000 | AID 1794785
# TK-10 – TK-10 renal cancer cells | hit rate 3.9% among 81,000
# OVCAR-5 – OVCAR-5 ovarian cancer; hit rate 2.9% among 82,000
# SN12C – SN12C renal cancer cells; hit rate 3.8% among 81,000
# * = called active by the depositor; nt = not tested or not shown; & = joins results of further samples; [ ] = dose if it differs, or a comment. How the source made its calls: active means growth percent below 10; inactive means the rest.
# Below each compound: 786-0	OVCAR-4	IGROV1	UO-31	SK-OV-3	TK-10	OVCAR-5	SN12C
1: O=C(NCc1ccccc1)Nc1cc(Cl)ccc1Cl
  108	97	115	93	103	108	115	105
2: O=C1NN(C(=O)c2ccc(Cl)cc2)C(c2ccccc2)=N/C1=C\c1ccc(F)cc1
  76	99	88	76	97	109	89	78
3: CC1=NC(COC(=O)Nc2ccccc2)C(=O)N(CC(=O)NCCC(C)C)c2ccccc21 (stereo not given)
  122	102	120	83	105	104	101	109
4: O=C1c2ccccc2C(=O)C1c1ccc2ccccc2n1
  115	70	29	29	96	91	115	94
5: S=C(NNc1ncnc2ccccc12)Nc1ccccc1
  106	107	111	100	114	nt	117	118
6: O=C(c1nc2ccccc2[nH]1)C1C(c2ccc(Br)cc2)C2CC3CCCC[C@H]3N2[C@@]12C(=O)Nc1cc(Cl)ccc12 (stereo not given in full)
  42	35	29	21	68	41	47	40
7: CN(C)CCC(O)c1ccccc1 (stereo not given)
  107	124	91	85	101	103	106	98
8: O=C(Oc1cccc2ccccc12)N1CCN(C(=O)Oc2cccc3ccccc23)CC1
  114	nt	104	78	97	102	91	97
9: Cn1c(=O)c2nc(/C=C/c3ccccc3)c(=O)[nH]c2n(C)c1=S
  100	107	107	87	118	115	110	104
10: C/C(=C(\c1ccc(O)cc1)c1ccc(OCCN2CCCCCC2)cc1)c1ccc(Cl)cc1
  -77*	-60*	-65*	-93*	-86*	-95*	-56*	-85*
11: Cc1ccc(NC(=O)/N=c2\oc3ccccc3cc2-c2cc3ccccc3[nH]2)cc1
  100	93	62	67	97	180	102	88
12: COc1ccc(C(=O)C[n+]2ccc3ccccc3c2)cc1
  104&105	108&98	87&92	68&82	109&97	107&128	92&100	103&87
13: O=C(/C=C/c1cccc([N+](=O)[O-])c1)c1ccc(O)c(CN2CCN(c3cc4c(cc3F)c(=O)c(C(=O)O)cn4C3CC3)CC2)c1
  -11*	37	29	-30*	73	35	12	32
14: O=C1[C@H]2Cc3c([nH]c4ccccc34)[C@@H](c3ccc(Br)cc3)N2C(=O)CN1C1CCN(CC2CCCCC2)CC1
  -95*	-64*	-82*	12	65	-85*	-85*	-97*
15: COc1ccc2[nH]c(=O)cc(C)c2c1
  100	117	101	88	107	96	84	108
16: Cc1ccc2c(-c3cc(-c4ccccc4)nc(N)c3C#N)cc(=O)oc2c1
  92	114	110	86	104	101	97	91
17: C/C(=C(/C)C1CC1CCN(Cc1ccccn1)Cc1ccccn1)c1ccccc1 (stereo not given)
  95	103	102	88	102	90	96	99
18: O=[N+]([O-])c1ccc(NCCCc2ccccc2)cc1
  100	105	114	91	113	105	102	109
19: NC(N)=N/N=C(/C[n+]1ccccc1)c1ccc(Cl)cc1
  95	108	106	93	109	98	97	100
20: CC(=O)OCC1C2C=CC(C2)C1COC(C)=O (stereo not given)
  102	127	108	78	105	143	108	97
21: COc1ccccc1-c1cn2cc(Cl)sc2n1
  108	101	168	60	109	152	77	97
22: COc1cc2cc(Oc3ccc(NC(=O)Nc4ccc(F)c(C(F)(F)F)c4)cc3)c(C)nc2cc1OCCN(C)C
  89	112	101	87	116	106	137	96
23: C(=Nc1cnc2ccccc2c1)c1ccnc2ccccc12
  100	116	89	70	98	nt	92	94
24: N#Cc1c(-c2ccc(F)cc2)c(C#N)c2c(C#N)c(N)nn2c1N
  94	100	81	75	82	86	96	104
25: Cc1ccc(/C=C2/C3=C(C4CCC2N4C)[C@@H](c2ccc(C)cc2)C(C#N)=C(N)O3)cc1 (stereo not given in full)
  85	76	83	68	92	93	94	88
26: Nc1ccc(C2=NN(C(=O)c3cc(-c4ccc(Cl)cc4)nc4ccccc34)C(c3ccccc3)C2)cc1 (stereo not given)
  22	63	51	50	25	58	73	51
27: CNC(=O)c1cc(N2CCc3cc(NC(=O)Nc4ccc(N5CCOCC5)c(C(F)(F)F)c4)ccc32)ccn1
  27	41	37	17	80	81	57	15
28: O=C1OC(c2cc(I)c(O)c(I)c2)(c2cc(I)c(O)c(I)c2)c2ccccc21
  97	103	nt	81	115	145	100	98
29: Cc1nc2ncc(C(=O)N/N=C/c3ccc(O)cc3)c(=O)n2[nH]1
  nt	118	107	86	101	100	101	110
30: C=C(C)[C@@H]1CC[C@]2(C(=O)NCCCCCCN(CCC#N)CCC#N)CC[C@]3(C)[C@H](CC[C@@H]4[C@@]5(C)CC[C@H](OCCC#N)C(C)(C)[C@@H]5CC[C@]43C)[C@@H]12
  83[100 µM]	nt	77[100 µM]	69[100 µM]	78[100 µM]	83[100 µM]	83[100 µM]	76[100 µM]
31: COc1cc(-c2csc(NC(=O)Nc3ccc(Cl)cc3Cl)n2)cc(OC)c1OC
  33	55	52	35	55	55	76	60
32: CCCCCCOC(=O)N1CCCCC1C (stereo not given)
  105	109	105	90	103	113	107	103
33: CCN(CC)CCOC(=O)c1cc(Cl)cc(N)c1O
  99	101	104	93	101	106	93	96
34: CCOC(=O)N1CCc2c(sc3nc(CNc4ccc(OC)cc4)[nH]c(=O)c23)C1
  99	106	107	61	112	83	97	93
35: CCC/C=C/C=N/NC(=S)Nc1cccnc1
  101	103	106	91	86	113	110	103
36: O=C1c2cc(O)cc(O)c2[C@H](c2cc(O)cc(O)c2)[C@H]1c1ccc(O)cc1
  101	100	106	93	113	97	103	96
37: N#CCSc1nnc2n(Cc3ccccc3)c(=O)c3c4c(sc3n12)CCCC4
  76	101	74	76	107	103	92	97
38: O=c1[nH]c(O)c(/C=C2\C=Nc3ccccc32)c(=O)[nH]1
  102	91	nt	62	96	124	101	105
39: Cc1ccc(/C=N/NC(=O)c2ccc(OCc3nc4ccc(Cl)cc4[nH]3)cc2)cc1
  16	67	54	70	101	74	58	85
40: CC1(C)/C(=N/OCCC#N)CC[C@]2(C)[C@H]3C(=O)C=C4[C@H]5C[C@](C)(C(=O)O)CC[C@]5(C)CC[C@@]4(C)[C@]3(C)CC[C@@H]12
  77	69	93	70	119	75	118	77
41: Cc1cc(C(=O)c2ccccc2)cc(C)c1O
  100	87	103	84	101	123	100	106
42: CC(C)c1nc2ccccc2n1S(=O)(=O)c1ccccc1
  95	115	105	88	93	96	117	105
43: COc1ccc(-c2c(N)n[nH]c2-c2cc(Cl)ccc2O)cc1
  90	91	92	48	93	92	61	80
44: CCOC(=O)c1c(C)[nH]c(Cc2[nH]c(C)c(C(=O)OCC)c2C)c1C
  108	83	95	83	102	100	104	93
45: CCC(=O)Oc1ccc(OC)cc1
  105	114	93	81	101	84	102	101
46: CN(c1ccc(C2=NCCN2)cc1)S(=O)(=O)c1cccc2c(S(=O)(=O)N(C)c3ccc(C4=NCCN4)cc3)cccc12
  109	112	101	87	97	93	100	107
47: Cc1cccc(/C=C/c2ccccc2)n1
  111	96	104	90	98	112	107	113
48: Nc1c(C(=O)C[C@@H](N)CO)ccc2c1C(=O)CCO2
  79	86	51	46	nt	71	73	33
49: COc1ccc(Cl)cc1C/C=N/NC(=O)c1cccc(C)c1O
  123	103	98	74	100	100	102	97
50: Cc1ccc(Cl)cc1NC(=S)N(C)C
  109	86	95	83	105	nt	101	95
51: O=C1CCC(C(=O)NNc2c(F)c(F)c(F)c(F)c2F)N1 (stereo not given)
  102	103	102	91	105	109	106	99
52: COc1ccc(C(=O)N2NC(=O)/C(=C/c3ccc(Br)cc3)N=C2c2ccccc2)cc1
  90	93	93	93	85	107	91	74
53: Cc1ccc(N2C3c4ccccc4N(S(=O)(=O)c4ccc(C)cc4)C2c2ccccc2N3S(=O)(=O)c2ccc(C)cc2)cc1
  112	94	107	91	106	128	105	95
54: O=C(CN1C=NC2C(N3CCOCC3)=NC=NC21)c1cccc2ccccc12 (stereo not given)
  101	97	91	72	nt	130	92	95
55: COCOc1cc2c(=O)c(C)c(C(=O)N[C@@H](Cc3ccccc3)C(O)C(=O)NCc3ccccc3)oc2cc1OC (stereo not given in full)
  -0.7*	28	58	82	23	89	92	43
56: Nn1c(-c2ccc(Cl)cc2)nc2c(-c3ccc(Cl)cc3)nc3ccc(Cl)cc3c2c1=O
  -65*	-78*	7.1*	-25*	20	0.8*	69	-3.1*
57: O=C(/C=C/C=C\c1ccccc1)/C=C/C=C/c1ccccc1
  124	103	104	91	108	116	107	101
58: O=C(CC(O)c1coc(-c2ccc(Cl)cc2)n1)c1ccc(Br)cc1 (stereo not given)
  111	107	92	74	73	113	97	99
59: COc1ccccc1/C=C\C(=O)c1ccccc1
  82	81	64	44	94	104	84	77
60: COC(=O)[C@]12CCC(C)(C)C[C@H]1C1=CC[C@@H]3[C@@]4(C)CCC(=O)NC(C)(C)[C@@H]4CC[C@@]3(C)[C@]1(C)CC2
  103	104	90	95	110	111	92	83

# Some values from above:
# IGROV1 result of entry 54 : 91
# TK-10 result of entry 53 : 128
# SN12C result of entry 46 : 107

# Next structures follow.
# Below each compound: 786-0	OVCAR-4	IGROV1	UO-31	SK-OV-3	TK-10	OVCAR-5	SN12C
61: CC1(c2cc3ccccc3oc2=O)NC(=O)c2ccccc2N1 (stereo not given)
  98	87	81	65	98	117	100	92
62: CCOC(=O)c1c2c(n3c1NCC3)-c1ccccc1C2=O
  94	100	67	40	104	96	89	98
63: Cc1ccc(O)c(NC(=O)c2cccc(Nc3ccnc(C(F)(F)F)c3)c2)c1
  50	45	79	29	73	92	87	40
64: CN1CCN(C(=S)SCC(=O)Nc2nc3ccc(Cl)cc3s2)CC1
  101	82	120	98	104	110	87	96
65: COc1ccc2cc(-c3nnc(C)c4nn(-c5ccc(Cl)cc5)cc34)ccc2c1
  91	74	96	82	86	92	94	95
66: c1ccc2c(c1)CCCc1nnc3nc4ccccc4n3c1-2
  34	18	44	30	50	42	38	48
67: COc1cc(/C=C2/C(=O)Nc3ccc(Cl)cc32)ccc1OCc1ccc(Cl)cc1
  100	20	77	74	110	129	97	89
68: C(=Nc1ccc(N2CCN(c3ccccc3)CC2)cc1)c1cccs1
  95	96	103	86	70	92	102	102
69: Cn1c(=O)c2c(nc3n(-c4ccc(F)cc4)c(Sc4nc(-c5ccccc5)c(C#N)c(=O)[nH]4)cn23)n(C)c1=O
  91	87	97	67	94	98	98	85
70: COc1cc2nc(-c3ccc(-n4cncc4-c4ccc(F)cc4F)cc3)sc2c(OC)c1OC
  59	63	109	57	102	80	104	86
71: O=C(/C=C1\C=CN(CCN2CCOCC2)c2ccccc21)n1ccc2ccccc21
  103	107	90	68	99	129	99	96

# In the list so far, 12 have an NH in an aromatic ring:
# Below each compound: 786-0	OVCAR-4	IGROV1	UO-31	SK-OV-3	TK-10	OVCAR-5	SN12C
6: O=C(c1nc2ccccc2[nH]1)C1C(c2ccc(Br)cc2)C2CC3CCCC[C@H]3N2[C@@]12C(=O)Nc1cc(Cl)ccc12 (stereo not given in full)
  42	35	29	21	68	41	47	40
9: Cn1c(=O)c2nc(/C=C/c3ccccc3)c(=O)[nH]c2n(C)c1=S
  100	107	107	87	118	115	110	104
11: Cc1ccc(NC(=O)/N=c2\oc3ccccc3cc2-c2cc3ccccc3[nH]2)cc1
  100	93	62	67	97	180	102	88
14: O=C1[C@H]2Cc3c([nH]c4ccccc34)[C@@H](c3ccc(Br)cc3)N2C(=O)CN1C1CCN(CC2CCCCC2)CC1
  -95*	-64*	-82*	12	65	-85*	-85*	-97*
15: COc1ccc2[nH]c(=O)cc(C)c2c1
  100	117	101	88	107	96	84	108
29: Cc1nc2ncc(C(=O)N/N=C/c3ccc(O)cc3)c(=O)n2[nH]1
  nt	118	107	86	101	100	101	110
34: CCOC(=O)N1CCc2c(sc3nc(CNc4ccc(OC)cc4)[nH]c(=O)c23)C1
  99	106	107	61	112	83	97	93
38: O=c1[nH]c(O)c(/C=C2\C=Nc3ccccc32)c(=O)[nH]1
  102	91	nt	62	96	124	101	105
39: Cc1ccc(/C=N/NC(=O)c2ccc(OCc3nc4ccc(Cl)cc4[nH]3)cc2)cc1
  16	67	54	70	101	74	58	85
43: COc1ccc(-c2c(N)n[nH]c2-c2cc(Cl)ccc2O)cc1
  90	91	92	48	93	92	61	80
44: CCOC(=O)c1c(C)[nH]c(Cc2[nH]c(C)c(C(=O)OCC)c2C)c1C
  108	83	95	83	102	100	104	93
69: Cn1c(=O)c2c(nc3n(-c4ccc(F)cc4)c(Sc4nc(-c5ccccc5)c(C#N)c(=O)[nH]4)cn23)n(C)c1=O
  91	87	97	67	94	98	98	85

# Quoted from above: entries 67–69
# Below each compound: 786-0	OVCAR-4	IGROV1	UO-31	SK-OV-3	TK-10	OVCAR-5	SN12C
67: COc1cc(/C=C2/C(=O)Nc3ccc(Cl)cc32)ccc1OCc1ccc(Cl)cc1
  100	20	77	74	110	129	97	89
68: C(=Nc1ccc(N2CCN(c3ccccc3)CC2)cc1)c1cccs1
  95	96	103	86	70	92	102	102
69: Cn1c(=O)c2c(nc3n(-c4ccc(F)cc4)c(Sc4nc(-c5ccccc5)c(C#N)c(=O)[nH]4)cn23)n(C)c1=O
  91	87	97	67	94	98	98	85

# Random draw from the library, and some 8.7% of all compounds hit somewhere here.
